Nrf2 inh – inhibitors of Nrf2 signaling; Potency, µM (highest dose often 46 µM), for the others: at the highest dose activity change, negative = inhibition, usual class: inhibitors; A549 ARE-Fluc reporter, luciferase luminescence, 18-24 h; 360,000 compounds, 2.1% hits; also: potency is read from the fitted curve at half-maximal effect; % is scaled to controls: 0 for no effect and ±100 for the full control effect; nearly all actives have a fitted effect of over 60% in size
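Reporter: ARE-Fluc in A549. Exposure: 18-24 h, 37 °C, 5% CO2, 5% FBS OPTI-MEM. Readouts: fluorescent cytotoxicity (CellTiter-Fluor), then luminescent Nrf2 signal after BugLite.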
CCT chaperon mod – cytosolic chaperonin activity modulation; purified chaperonin ATPase assay, HTRF ADP detection, 30 min; activity change, % (no concentration beside the values), hits read low; 360,000 compounds, 0.3% hits; AID 651819; in the data active = activity change below about -30%; also: % is scaled to controls: 0 for no effect and ±100 for the full control effect
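TRiC (40 or 20 nM final, by batch activity) in 30 mM Tris pH 7.4, 100 mM KCl, 5 mM MgCl2, 1 mM DTT was treated with compound at 76 uM single dose, then 10 uM ATP, 30 min at 37 °C. ADP was read by HTRF Transcreener.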
pAkt inh – Akt phosphorylation inhibition. activity change, % for hits at 50 µM. 360,000 compounds, 0.32% hits. Neuro2A IGF-stimulated pAkt S473 HTRF, 20 min; active compounds read low. AID 651550; in the data active = activity change below about -80%; inconclusive = mostly about -51% to -80%; also: % is scaled to controls: 0 for no effect and ±100 for the full control effect
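Neuro2A cells in DMEM with 0.5% FBS, overnight at 37 deg C, given compound at single 50 µM final, then IGF (6 nM final) for 20 min at 37 deg C. Lysed; phospho-Akt Ser473 by HTRF after 24 h, 665/615 ratio.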
MmCpn inh – inhibitors of Methanococcus maripaludis chaperonin (MmCpn); Potency, µM (top dose mostly 76.9 µM), for the others: at the highest dose activity, negative = inhibition, usual class: inhibitors; 330,000 compounds, 0.031% hits; AID 504842; purified Mm-Cpn ATPase, ADP Transcreener TR-FRET; also: potency is read from the fitted curve at half-maximal effect; % is scaled to controls: 0 for no effect and ±100 for the full control effect; nearly all actives have a fitted effect of over 80% in size
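Eu-cryptate anti-ADP/ADP-d2 competition gives a ratio inversely related to ADP. Enzyme at 25 nM was pre-exposed to compound for 10 min, then given 10 uM ATP for 30 min, 37°C throughout.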
TGFb SMAD3 inh – inhibitors of TGF-b signaling; HepG2 CAGA-GFP TGF-b/SMAD3 reporter, GFP fluorescence, 18 h; TGF-beta stimulated, 500 pg/mL final; AID 588855; Potency, µM (top dose mostly 46.1 µM), for the others: at the highest dose activity, negative = inhibition, most hits filed as inhibitors; 410,000 compounds, 1.2% hits; also: potency is read from the fitted curve at half-maximal effect; % is scaled to controls: 0 for no effect and ±100 for the full control effect; nearly all actives have a fitted effect of over 65% in size
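HEPG2 CAGA-GFP, 1000 cells/well; 2 h settle, 37 C; cpd via pin tool; TGF-b 500 pg/mL final; 18 h, 37 C; GFP imaging ex488/em500-530; %Activity normalised to -TGF-b and +DMSO controls; CRC fit, curve class.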
EPAC2 agonist – agonists of human EPAC2 (RAPGEF4); Q8WZA2; Potency, µM (titrated, usually from 154 µM), inactives show at the highest dose activation, most hits filed as activators; AID 720711; 360,000 compounds, 0.079% hits; EPAC2 activation, biochemical qHTS; response scale: 100% = 6.5 mM cAMP response; also: potency is read from the fitted curve at half-maximal effect; nearly all actives have a fitted effect of over 50% in size
Target sequence (Q8WZA2 whole entry, looked up): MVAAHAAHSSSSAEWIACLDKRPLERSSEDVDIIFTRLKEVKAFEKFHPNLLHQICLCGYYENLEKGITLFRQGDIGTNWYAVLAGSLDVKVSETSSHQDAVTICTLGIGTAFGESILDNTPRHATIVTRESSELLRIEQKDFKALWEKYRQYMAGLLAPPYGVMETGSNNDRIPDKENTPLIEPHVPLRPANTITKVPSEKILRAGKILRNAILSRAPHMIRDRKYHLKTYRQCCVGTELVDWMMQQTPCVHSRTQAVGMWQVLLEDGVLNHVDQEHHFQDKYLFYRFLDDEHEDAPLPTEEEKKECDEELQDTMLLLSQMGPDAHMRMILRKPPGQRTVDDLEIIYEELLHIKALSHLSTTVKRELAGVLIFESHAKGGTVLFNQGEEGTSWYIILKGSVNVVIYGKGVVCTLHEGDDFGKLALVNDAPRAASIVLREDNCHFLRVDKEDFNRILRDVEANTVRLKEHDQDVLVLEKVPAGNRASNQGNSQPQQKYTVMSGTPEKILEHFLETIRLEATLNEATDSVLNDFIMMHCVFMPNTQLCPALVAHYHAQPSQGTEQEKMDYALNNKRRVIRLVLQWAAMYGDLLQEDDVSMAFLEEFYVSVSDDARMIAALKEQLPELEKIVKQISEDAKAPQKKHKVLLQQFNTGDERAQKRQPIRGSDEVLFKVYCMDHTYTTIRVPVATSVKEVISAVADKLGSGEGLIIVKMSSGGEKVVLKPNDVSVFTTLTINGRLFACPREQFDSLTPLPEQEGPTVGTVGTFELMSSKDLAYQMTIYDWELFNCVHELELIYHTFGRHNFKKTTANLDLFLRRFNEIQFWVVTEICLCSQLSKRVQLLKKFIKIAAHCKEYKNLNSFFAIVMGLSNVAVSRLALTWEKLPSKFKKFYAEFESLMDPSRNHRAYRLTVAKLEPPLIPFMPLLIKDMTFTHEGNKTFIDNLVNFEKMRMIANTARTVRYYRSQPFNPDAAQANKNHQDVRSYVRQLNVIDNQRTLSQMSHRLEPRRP
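Readout is BODIPY fluorescence (480 nm excitation, 540 nm emission), which falls as labeled GDP is exchanged off Rap1B. EPAC2 at 100 nM acted on 250 nM RAP1B-BODIPY-GDP with 50 uM GDP present.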
A549 tox – counter-screen for Nrf2 inhibitors: cytotoxicity in A549 cells. A549 ARE-Fluc cells, CellTiter-Fluor viability, 18-24 h. Potency, µM (highest dose often 46 µM), inactives show at the top dose activity change, negative = cytotoxicity, hits mostly inhibitors. 390,000 compounds, 0.16% hits. AID 504648; also: potency is read from the fitted curve at half-maximal effect; % is scaled to controls: 0 for no effect and ±100 for the full control effect
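Cytotoxicity counterscreen: CellTiter-Fluor fluorescence was measured in A549 ARE_Fluc cells after 18-24 h of compound exposure in a concentration series. The subsequent BugLite luminescent read reports ARE-luciferase activity.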
Nrf2 ARE act – Nrf2 pathway activation; AID 624171; 410,000 compounds, 0.31% hits; AREc32 ARE-luciferase reporter (MCF7-derived line), luminescence, 24 h; Potency, µM (highest dose often 46.1 µM), without a hit: at the top dose activation, usual class: activators; also: potency is read from the fitted curve at half-maximal effect; % of control where 0% means no effect; nearly all actives have a fitted effect of over 65% in size
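Reporter line AREc32 (ARE-Fluc), seeded overnight in OPTI-MEM with 5% FBS; compound pin-transferred, 24 hr at 37 deg C, 5% CO2; luminescent read-out.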
EPAC2 antagonist – antagonists of human EPAC2 | Q8WZA2 | EPAC2 GEF exchange of Rap1B-BODIPY-GDP, fluorescence | Potency, µM (series often up to 114 µM), without a hit: at the top dose activity, negative = inhibition, actives largely listed as inhibitors | 360,000 compounds, 0.18% hits | AID 720708; also: potency is read from the fitted curve at half-maximal effect; % is scaled to controls: 0 for no effect and ±100 for the full control effect; nearly all actives have a fitted effect of over 45% in size; many of its hits are not listed in these tables
Starred values were filed as active, the others as inactive; & = joins results of further samples; [ ] = dose if it differs, or a comment. Unless noted, calls follow the shape of the dose curve; as a rule, active = well fitted curve in the direction sought with a large enough effect; inconclusive = small, poorly fitted or top-dose-only effect, or another doubt; inactive = no such curve, though single readings can be large; an effect the other way counts as inactive or inconclusive. A portion of the library (hit frequency here may not be typical).

Preview:
How did Cc1cc(C)c(NS(=O)(=O)c2ccc3c(c2)NC(=O)CCS3)c(C)c1 do in these assays?
Nrf2 inh: 1%&-25%; CCT chaperon mod: 1.8; MmCpn inh: 3%; TGFb SMAD3 inh: -12%&1%; EPAC2 agonist: 8%; A549 tox: 1%&-1%; Nrf2 ARE act: 0.6%&3.7%; EPAC2 antagonist: -2%

How did CCc1nn(C(CC)C(=O)NCc2cccc(OC)c2OC)c(=O)c2cc3occc3n12 (centres undefined) do in these assays?
Nrf2 inh: -15%; CCT chaperon mod: 3.1; MmCpn inh: 3%; TGFb SMAD3 inh: inconclusive; EPAC2 agonist: 4%; A549 tox: -20%; Nrf2 ARE act: 5.0%; EPAC2 antagonist: 3%

What do the screens show for `Cc1ccccc1OCCC(=O)Nc1ccc(Cl)cc1F`?
Nrf2 inh: inconclusive; CCT chaperon mod: -0.5; pAkt inh: inactive; MmCpn inh: 1%; TGFb SMAD3 inh: 3%; EPAC2 agonist: 3%; A549 tox: inconclusive; Nrf2 ARE act: 0.4%[9.22 µM]; EPAC2 antagonist: -8%

What do the screens show for `COc1ccc(Nc2cnn(-c3nc4ccccc4s3)c(=O)c2Cl)cc1`?
Nrf2 inh: inconclusive; CCT chaperon mod: 0.7; pAkt inh: inactive; MmCpn inh: -2%; TGFb SMAD3 inh: inconclusive; EPAC2 agonist: 0%; A549 tox: -13%; Nrf2 ARE act: 10µM*; EPAC2 antagonist: 4%

Main list (from the top)
How did Cc1cc(C)c(NS(=O)(=O)c2ccc3c(c2)NC(=O)CCS3)c(C)c1 do in these assays?
Nrf2 inh: 1%&-25%; CCT chaperon mod: 1.8; MmCpn inh: 3%; TGFb SMAD3 inh: -12%&1%; EPAC2 agonist: 8%; A549 tox: 1%&-1%; Nrf2 ARE act: 0.6%&3.7%; EPAC2 antagonist: -2%

How did CCc1nn(C(CC)C(=O)NCc2cccc(OC)c2OC)c(=O)c2cc3occc3n12 (centres undefined) do in these assays?
Nrf2 inh: -15%; CCT chaperon mod: 3.1; MmCpn inh: 3%; TGFb SMAD3 inh: inconclusive; EPAC2 agonist: 4%; A549 tox: -20%; Nrf2 ARE act: 5.0%; EPAC2 antagonist: 3%

What do the screens show for `Cc1ccccc1OCCC(=O)Nc1ccc(Cl)cc1F`?
Nrf2 inh: inconclusive; CCT chaperon mod: -0.5; pAkt inh: inactive; MmCpn inh: 1%; TGFb SMAD3 inh: 3%; EPAC2 agonist: 3%; A549 tox: inconclusive; Nrf2 ARE act: 0.4%[9.22 µM]; EPAC2 antagonist: -8%

What do the screens show for `COc1ccc(Nc2cnn(-c3nc4ccccc4s3)c(=O)c2Cl)cc1`?
Nrf2 inh: inconclusive; CCT chaperon mod: 0.7; pAkt inh: inactive; MmCpn inh: -2%; TGFb SMAD3 inh: inconclusive; EPAC2 agonist: 0%; A549 tox: -13%; Nrf2 ARE act: 10µM*; EPAC2 antagonist: 4%

Results for CCC(C)(C(=O)NC1CCCC1)N(Cc1ccco1)C(=O)Cc1cccs1 (centres undefined) ?
Nrf2 inh: -16%; CCT chaperon mod: 0.7; pAkt inh: inactive; MmCpn inh: 0%; TGFb SMAD3 inh: 2%; EPAC2 agonist: 3%; A549 tox: -29%; Nrf2 ARE act: -0.2%; EPAC2 antagonist: -2%

How did Cc1ccc(/C=C/C(=O)C2C(=O)c3ccccc3C2=O)cc1 do in these assays?
Nrf2 inh: -10%; CCT chaperon mod: -2.5; pAkt inh: inactive; MmCpn inh: 1%; TGFb SMAD3 inh: -1%; EPAC2 agonist: 18%; A549 tox: -7%; Nrf2 ARE act: 2.8%; EPAC2 antagonist: 7%

Results for O=C(CCc1ccccc1)N1CCN(Cc2ccc(F)cc2Cl)CC1 ?
Nrf2 inh: -3%; CCT chaperon mod: 0.7; pAkt inh: inactive; MmCpn inh: -1%; TGFb SMAD3 inh: -3%; EPAC2 agonist: 16%; A549 tox: 14%; Nrf2 ARE act: -0.2%; EPAC2 antagonist: 3%

How did COc1ccc(CCNCc2ccc(OCc3ccc(Cl)nc3)c(OC)c2)cc1OC do in these assays?
Nrf2 inh: -21%; CCT chaperon mod: -0.7; MmCpn inh: -1%; TGFb SMAD3 inh: 91%[activator]; EPAC2 agonist: -1%[15.6 µM]; A549 tox: -17%; Nrf2 ARE act: -0.4%; EPAC2 antagonist: 4%

What do the screens show for `COc1cccc(NC(=O)CN(C)C(=O)Cn2cnc3ccccc3c2=O)c1`?
Nrf2 inh: 4%; CCT chaperon mod: 0.5; pAkt inh: inactive; MmCpn inh: -1%; TGFb SMAD3 inh: -3%; EPAC2 agonist: 3%; A549 tox: -1%; Nrf2 ARE act: -0.5%; EPAC2 antagonist: 4%

How did O=C(CC1CCCCC1)NCC1CCCO1 (centres undefined) do in these assays?
Nrf2 inh: 13%; CCT chaperon mod: -1.6; pAkt inh: inactive; TGFb SMAD3 inh: 0%; EPAC2 agonist: -3%; A549 tox: 4%; Nrf2 ARE act: -0.1%; EPAC2 antagonist: 9%

What do the screens show for `O=C(NN1C(=O)c2ccc(-c3ccc4c(c3)C(=O)N(NC(=O)c3cccnc3)C4=O)cc2C1=O)c1cccnc1`?
Nrf2 inh: -3%; CCT chaperon mod: 1.5; pAkt inh: inactive; MmCpn inh: 3%; TGFb SMAD3 inh: 7%; EPAC2 agonist: -2%; A549 tox: 0%; Nrf2 ARE act: 2.7%; EPAC2 antagonist: 7%

Results for CC(C)=CCN1CCN(Cc2cccn2-c2ncccn2)CC1CCO (centres undefined) ?
Nrf2 inh: -7%; CCT chaperon mod: -1.9; pAkt inh: inactive; MmCpn inh: 0%; TGFb SMAD3 inh: -15%; EPAC2 agonist: -11%; A549 tox: 0%; Nrf2 ARE act: 0.0%; EPAC2 antagonist: 12%

How did COc1ccc2c(CN(C)c3ccccc3)cc(=O)oc2c1 do in these assays?
Nrf2 inh: 4%; CCT chaperon mod: 0.7; pAkt inh: inactive; MmCpn inh: -16%; TGFb SMAD3 inh: -3%; EPAC2 agonist: 0%; A549 tox: 3%; Nrf2 ARE act: 0.1%; EPAC2 antagonist: -28%

How did COc1ccc(Nc2nc(C)cc(C)n2)cc1Cl do in these assays?
Nrf2 inh: 5%; CCT chaperon mod: 1.9; pAkt inh: inactive; MmCpn inh: 2%; TGFb SMAD3 inh: 12%; EPAC2 agonist: -4%; A549 tox: -1%; Nrf2 ARE act: 2.6%; EPAC2 antagonist: -6%

What do the screens show for `O=C(CC1CC2CCC1C2)N1CCN(S(=O)(=O)c2ccc(F)cc2)CC1` (centres undefined)?
CCT chaperon mod: -1.1; pAkt inh: inactive; TGFb SMAD3 inh: -15%; EPAC2 agonist: 12%; Nrf2 ARE act: -0.6%; EPAC2 antagonist: 7%

What do the screens show for `O=C(O)CC(=O)Nc1ccccc1C(=O)O`?
Nrf2 inh: -9%; CCT chaperon mod: 0.8; pAkt inh: inactive; MmCpn inh: 2%; TGFb SMAD3 inh: -5%; EPAC2 agonist: 0%; A549 tox: -2%; Nrf2 ARE act: -0.7%; EPAC2 antagonist: 11%

What do the screens show for `O=C(CCCC1=NS(=O)(=O)c2ccccc2N1)OCc1ccc(Cl)cc1`?
Nrf2 inh: 3%; CCT chaperon mod: 6.5; pAkt inh: inactive; MmCpn inh: 2%; TGFb SMAD3 inh: -20%; EPAC2 agonist: 4%; A549 tox: -1%; Nrf2 ARE act: -0.5%; EPAC2 antagonist: -5%

What do the screens show for `CCN(CC)CCC(c1ccc2c(c1)OCO2)c1c(OC)cc(OC)c2c(-c3ccccc3)cc(=O)oc12` (centres undefined)?
Nrf2 inh: 19%&2%; CCT chaperon mod: -1.9; pAkt inh: inactive; MmCpn inh: 1%; TGFb SMAD3 inh: inconclusive; EPAC2 agonist: 8%; A549 tox: -1%&2%; Nrf2 ARE act: 6.0%; EPAC2 antagonist: 10%

Results for C/C=C/c1ccc(OCCOc2ccc(C=O)cc2OC)c(OC)c1 ?
Nrf2 inh: 8%; CCT chaperon mod: 2.7; pAkt inh: inactive; MmCpn inh: 3%; TGFb SMAD3 inh: -5%; EPAC2 agonist: -7%; A549 tox: -3%; Nrf2 ARE act: 0.3%; EPAC2 antagonist: 0%

How did O=C(Cn1cnc2ccccc21)c1ccccc1 do in these assays?
Nrf2 inh: inconclusive; CCT chaperon mod: -11; pAkt inh: inactive; MmCpn inh: -2%; TGFb SMAD3 inh: 7%; EPAC2 agonist: -2%; A549 tox: -2%; Nrf2 ARE act: 0.2%; EPAC2 antagonist: 11%

What do the screens show for `O=S(=O)(c1ccc(Br)cc1)c1nc(-c2ccccc2)oc1NCCN1CCOCC1`?
Nrf2 inh: 2%; CCT chaperon mod: -2.5; pAkt inh: inactive; MmCpn inh: 2%; TGFb SMAD3 inh: -3%; EPAC2 agonist: 15%; A549 tox: -4%; Nrf2 ARE act: 4.0%; EPAC2 antagonist: -17%

Results for COC(=O)c1c(C)oc(C)c1S(=O)(=O)NCc1ccc(Cl)cc1 ?
Nrf2 inh: 0%; CCT chaperon mod: -2.3; pAkt inh: inactive; MmCpn inh: 3%; TGFb SMAD3 inh: -7%; EPAC2 agonist: 3%; A549 tox: -14%; Nrf2 ARE act: 0.0%; EPAC2 antagonist: -8%
